# Screening data deposited in PubChem BioAssay by National Center for Advancing Translational Sciences (NCATS).
# PLK1 PBD block: qHTS for Inhibitors of PLK1-PDB (polo-like kinase 1 - polo-box domain): Primary Screen; Serine/threonine-protein kinase PLK1 (Homo sapiens), P53350; AID 720504, 2013; Potency, µM, for the others: max response, negative = inhibition, hits mostly inhibitors; 2.8% of 360,000 active; Plk1 PBD binding of FITC phosphopeptide, fluorescence polarization; further: potency means the concentration at half of the fitted maximal effect; series mostly up to about 57 µM; on the % scale 0 is the no-effect control and ±100 the full control effect; nearly all actives have a fitted effect of over 65% in size
# PI5P4Ka inh: qHTS for Inhibitors of phosphatidylinositol 5-phosphate 4-kinase (PI5P4K). Phosphatidylinositol 5-phosphate 4-kinase type-2 alpha (Homo sapiens), P48426. PI5P4Kalpha enzyme, ADP-Glo luminescence, 60 min; active compounds read low. max response, %. 1.2% of 330,000 active; active means max response of -50% or lower; inconclusive means between -30% and -50%; inactive means -30% or higher; further: value at the top dose of about 77 µM; on the % scale 0 is the no-effect control and ±100 the full control effect
#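 PI5P4Kalpha ADP-Glo assay; 5 microM ATP final; 60 min RT reaction; HEPES pH 7.4/EGTA/CHAPS, 5% DMSO; controls lacking substrate or enzyme; luminescent end-point.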
# IL-2 act: qHTS of IL-2 Activators | IL-2 activation reporter assay, cell-based qHTS; stimulated with anti-CD3/CD4/CD28 beads; in transgenic mouse T cells | AID 652025, 2013 | activation, % (series mostly up to about 46 µM) | 0.065% of 360,000 active; in the data active means activation above about 50%; inconclusive means mostly about 30% to 49%; further: 0% is about no effect
#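 Readout is EGFP and DsRed signal by fluorescent plate cytometry after 18 h at 37 degrees C. Transgenic mouse T cells (750/well) received compound for 60 min before bead stimulation (anti-CD3, anti-CD4, anti-CD28); memory T cells served as non-tolerant control.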
# D3 ag: qHTS of D3 Dopamine Receptor Agonist: qHTS; D3R DiscoveRx beta-arrestin cells, luminescence, 90 min; max activation, %; 0.58% of 410,000 active; AID 652048, 2013; in the data active means max activation above about 30%; further: 0% is about no effect; mostly tested at two doses, the higher about 12 µM
# Target sequence (P35462 whole entry, looked up): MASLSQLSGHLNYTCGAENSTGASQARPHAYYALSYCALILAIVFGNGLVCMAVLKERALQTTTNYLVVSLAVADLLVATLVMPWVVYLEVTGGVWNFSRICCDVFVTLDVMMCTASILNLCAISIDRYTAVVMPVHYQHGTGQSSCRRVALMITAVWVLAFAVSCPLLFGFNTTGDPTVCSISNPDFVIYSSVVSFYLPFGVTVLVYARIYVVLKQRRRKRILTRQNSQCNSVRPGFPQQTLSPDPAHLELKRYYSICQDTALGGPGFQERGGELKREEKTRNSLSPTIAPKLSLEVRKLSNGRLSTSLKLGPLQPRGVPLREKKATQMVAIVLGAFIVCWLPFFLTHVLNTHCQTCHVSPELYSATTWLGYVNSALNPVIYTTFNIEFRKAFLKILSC
#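 Agonist-mode cell screen: cells plated at 1500/well and incubated overnight at 37 °C, then exposed to library compounds for 90 min at 37 °C. Detection reagent was added for 30–60 min at room temperature, and luminescence was read.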
# GLP-1R agonist: qHTS of GLP-1 Receptor Agonists; Glucagon-like peptide 1 receptor (Homo sapiens), P43220; HEK293 GLP-1R CRE-luciferase, luminescence, 4-6 h; cells express a hypersensitive GLP-1R form; Potency, µM (doses to about 45.6 µM), for the others: at the top dose activation, most hits filed as activators; 0.007% of 380,000 active; AID 624172, 2012; further: potency means the concentration at half of the fitted maximal effect; % of control where 0% means no effect
# Target sequence (P43220 whole entry, looked up): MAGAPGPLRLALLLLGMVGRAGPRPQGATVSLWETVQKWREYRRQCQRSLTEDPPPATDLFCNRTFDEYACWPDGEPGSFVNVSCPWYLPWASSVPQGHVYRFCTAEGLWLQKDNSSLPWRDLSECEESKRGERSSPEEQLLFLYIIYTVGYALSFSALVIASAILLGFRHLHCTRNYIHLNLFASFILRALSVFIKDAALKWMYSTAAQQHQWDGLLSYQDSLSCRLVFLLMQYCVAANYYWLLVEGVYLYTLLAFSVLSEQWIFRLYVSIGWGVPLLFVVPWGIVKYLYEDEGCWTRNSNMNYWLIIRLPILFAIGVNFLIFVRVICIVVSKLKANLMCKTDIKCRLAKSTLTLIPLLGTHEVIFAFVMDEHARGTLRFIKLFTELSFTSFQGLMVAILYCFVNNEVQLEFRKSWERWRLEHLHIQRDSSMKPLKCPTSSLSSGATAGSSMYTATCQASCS
# WRN inhibitor: qHTS for Inhibitors of WRN Helicase; WRN helicase unwinding, fluorescent forked duplex, kinetic; AID 651768, 2012; 0.46% of 360,000 active; Bifunctional 3'-5' exonuclease/ATP-dependent helicase WRN (Homo sapiens), Q14191; Potency, µM (doses to about 114 µM), without a hit: top-dose activity change, negative = inhibition, most hits filed as inhibitors; further: potency means the concentration at half of the fitted maximal effect; on the % scale 0 is the no-effect control and ±100 the full control effect; nearly all actives have a fitted effect of over 55% in size
#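 WRN at 20 nM final was preincubated with compound for 15 min at room temperature; reaction started with 100 nM forked duplex oligonucleotide carrying fluorophore and quencher plus 2 mM ATP (final). Unwinding followed kinetically by red fluorescence (ex 525/em 598 nm).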
# GLP1R inv ag: qHTS of GLP-1 Receptor Inverse Agonists (Inhibition Mode); Glucagon-like peptide 1 receptor (Homo sapiens), P43220; HEK293 GLP-1R CRE-luciferase, luminescence, 24 h; GLP-1R form is constitutively active; Potency, µM (top dose mostly 38.3 µM), inactives show top-dose activity change, negative = inhibition, hits mostly inhibitors; 1.6% of 410,000 active; further: potency means the concentration at half of the fitted maximal effect; on the % scale 0 is the no-effect control and ±100 the full control effect; nearly all actives have a fitted effect of over 55% in size
#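 Assay principle: reduced luminescence from a cAMP-responsive reporter in HEK293 cells co-expressing a constitutively active GLP-1R. Conditions: 24 hr compound incubation, 37 deg C, 5% CO2.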
# D3 antag: qHTS of D3 Dopamine Receptor Antagonist: qHTS. D3R cells, DiscoveRx beta-arrestin luminescence, antagonist mode; active compounds read low. max response, negative = inhibition, %. D(3) dopamine receptor (Homo sapiens), P35462. 2.5% of 360,000 active; in the data active means max response below about -50%; inconclusive means no clear call, values can overlap the other calls; further: on the % scale 0 is the no-effect control and ±100 the full control effect; mostly tested at two doses, the higher about 12 µM
#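 Cells expressing the human receptor were seeded at 1500 cells/well, incubated overnight at 37 degrees C in 5% CO2, then exposed to library compounds with dopamine controls for 90 minutes at 37 degrees C before luminescent detection.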
# GLP1R cytotox: qHTS of GLP-1 Receptor Inverse Agonists: Cytotox Screen. 0.13% of 410,000 active. Potency, µM (top dose mostly 38.3 µM), for inactives: at the top dose activity change, negative = inhibition, hits mostly inhibitors. HEK293 cAMP-luciferase reporter cells, luminescence, 24 h;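 further: loss of luciferase light is scored as toxicity; potency means the concentration at half of the fitted maximal effect; on the % scale 0 is the no-effect control and ±100 the full control effect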
#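 Here, cytotoxicity is scored as loss of luminescence. The MLSMR collection was tested on cells seeded in medium containing 10% Nu serum, with a 24 hr compound exposure preceded by 12 hours of culture.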
# Starred values were filed as active, the others as inactive; ? = inconclusive; / = no result given; [ ] = another dose, or the depositor's remark. Unless noted, the call rests on the fitted dose curve; in most records, active means well fitted curve in the direction sought with a large enough effect; inconclusive means small, poorly fitted or top-dose-only effect, or another doubt; inactive means no such curve, though single readings can be large; an effect the other way counts as inactive or inconclusive.
Compound	PLK1 PBD block	PI5P4Ka inh	IL-2 act	D3 ag	GLP-1R agonist	WRN inhibitor	GLP1R inv ag	D3 antag	GLP1R cytotox
Cc1cc(C)c(CN2CCN(Cc3ccc(C)o3)C(CCO)C2)c(-n2cccn2)c1 (stereo not drawn)	-2%	-4	-0.5	3	-4%	3%	-1%[0.307 µM]	-12	3%[0.307 µM]
COC(=O)c1ccc(N2C(c3cccc(OC)c3)=Cc3ccc(F)cc3C2c2c(C)[nH]c3ccccc23)cc1 (stereo not drawn)	-11%	0	-0.8	-1	-3%	-2%	?	0	7%
O=S(=O)(NNc1ncc(C(F)(F)F)cc1Cl)c1ccccc1	-12%	-19	-0.5	6	4%	?	2%	-9	?
COC(=O)C1CCN(C(=O)COC(=O)c2ccc(OC)c(S(=O)(=O)N3CCCc4ccccc43)c2)CC1	-12%	5	-1.5	1	-13%	0%	5%	8	6%
COc1ccc(NC(=O)C(c2cc3c(cc2[N+](=O)[O-])OCO3)N2CCN(C=O)CC2)cc1 (stereo not drawn)	-2%	-2	-2.6	3	4%	-5%	7%	3	7%
C[C@@H]1COc2cc(N3CC[C@H](O)C3)ccc2S(=O)(=O)N1	-3%	-1	-0.2	4	0%	4%	20%	-20	4%
CCOC(=O)c1sc(NC(=O)c2ccco2)nc1C	10%	4	0.1	-9	11%	-18%	-1%	-3	16%
CCc1ccc(CC(=S)N2CCOCC2)cc1	-18%	0	1.4	-4	13%	10%	-3%	-3	2%
CCOC(=O)CSc1nc(C)cc(C)c1C#N	?	4	0.6	0	6%	-3%	9%	-9	15%
COc1ccc(CCC(=O)Nc2cccc(S(=O)(=O)N3CCCCCC3)c2)cc1OC	-11%	1	-0.3	1	4%	-3%	?	-11	-10%
COc1ccc(C2(CNC(=O)/C=C/c3ccco3)CCCC2)cc1OC	?	/	-1.7	7	13%	-12%	76%[activator]	-6	0%
CC1(C(=O)NS(=O)(=O)c2ccccc2)CCN1C(=O)c1ccccc1 (stereo not drawn)	-4%	5	-0.6	3	1%	6%	23%	10	21%
O=S(=O)(c1ccccc1)C1CC1(c1ccccc1)c1ccccc1 (stereo not drawn)	0%	21	-4.9	-13	11%	-7%	?	-14	7%
CCN(CC(=O)Nc1ccccc1C(F)(F)F)C(=O)Cc1sc(C)nc1-c1ccc(F)cc1	-3%	8	0.3	4	8%	-6%	-11%	4	-18%
O=C(NCCc1ccccc1)C1CCN(S(=O)(=O)c2ccc(Br)s2)CC1	0%	9	-1.2	0	2%	-6%	0%	2	-2%
COc1cccc(CNC(=O)c2nnn(CC(=O)Nc3c(C)cccc3C)c2N)c1	-17%	-5	-3.3	4	-3%	2%[11.6 µM]	16%	-11	-7%
CN1OC[C@@H]2CN(C(=O)c3cccc4ccccc34)[C@H](c3ccccc3Br)C[C@@H]21	-10%	2	0.1	-9	9%	1%	-1%	0	-14%
CCC(=O)Nc1cc(=O)[nH]c2nc(-c3ccc(Cl)cc3)nn12	21µM*	-25	-2.1	2	-2%	3%	10%	-3	6%
Cc1ccc(N2C(=O)C3C4C=CC(CNC(=S)Nc5ccc(Cl)cc5)(O4)C3C2=O)cc1 (stereo not drawn)	-10%	-3	-4.9	4	-32%	-29%	0%	17	-1%
CCOc1ccccc1NC(=O)C1=C(C)Nc2ncnn2C1c1ccccn1 (stereo not drawn)	/	/	/	3	-2%	/	5%	/	-5%
COc1ccccc1NC(=O)N(C)C[C@H]1OCc2cnnn2CCCC(=O)N([C@H](C)CO)C[C@@H]1C	-20%	2	-1.7	5	1%	3%	-9%	-17	0%
CNc1nnc(SCC(=O)c2c(N)n(C3CC3)c(=O)[nH]c2=O)s1	-11%	2	0.6	-14	4%	0%	48%[activator]	-4	6%
CCCC(=O)Nc1ccccc1NC(=O)c1cc(OC)c(OC)c(OC)c1	-1%	1	0.5	0	19%	-5%	8%	1	5%
CCOC(=O)N1CCN(CCC(=O)c2ccc(Cl)cc2)CC1	12µM*	-8	-0.6	-4	-5%	?	8%	7	-11%
N#Cc1ccc(C(=O)N2CCC3CC2c2cc(-c4ccccc4)ccc23)cc1 (stereo not drawn)	-7%	3	0.6	-2	2%	-9%	?	0	0%
O=C(O)C1Cc2[nH]cnc2C(c2cccc([N+](=O)[O-])c2)N1 (stereo not drawn)	-7%	-2	-4.1	1	0%	-16%	9%	-7	2%
CN(C)c1ccc(C2C3C(=O)N(c4ccc(C(=O)O)cc4)C(=O)C3ON2c2ccccc2)cc1 (stereo not drawn)	-8%	-4	-0.3	4	-4%	-1%	0%	6	-10%
CCOC(=O)C1=C(C)OC(N)=C(C(=O)OCC)C1c1cccnc1 (stereo not drawn)	-5%	/	-0.4	-22	9%	0%	0%	-12	-15%
Oc1cccc(CCC2CCCCN2Cc2cn[nH]c2-c2ccc3c(c2)OCO3)c1 (stereo not drawn)	6%	-10	-3.1	2	9%	-3%	-17%	2	4%
CC1=C(C(=O)OCC2CCCO2)C(c2ccc(C)cc2)C2=C(CC(C)(C)CC2=O)N1 (stereo not drawn)	0%	0	1.0	4	-2%	7%	21%	12	9%
O=[N+]([O-])c1cccc(COc2ccccc2CN2CCCC2)c1	-5%	-2	0.2	9	-3%	4%	6%	10	9%
Cc1ccc2nc(N3C(=O)C(O)=C(C(=O)c4ccc(C)o4)C3c3cccc(O)c3)sc2c1 (stereo not drawn)	?	-58*	-1.3	0	3%	?	-14%	-26	12%
CCOC(=O)N1CCN(C(=O)C2CCN(CC3CCCCC3)CC2)CC1	10%	15	-0.6	-6	-21%	-4%	1%	0	-3%
COc1ccc(-c2nc3ccncc3[nH]2)cc1OC	-2%	3	2.3	5	1%	-4%	84%[activator]	2	3%
CN1C(=O)C2(c3ccccc31)C1CCCC=C1C(C#N)=C(N)C2(C#N)C#N (stereo not drawn)	-19%	-8	0.2	-5	-9%	-9%	-24%	?	0%
CCCOc1ccc(C(=O)Nc2nc(C)c(Cc3ccc4c(c3)OCO4)s2)cc1	-25%	4	-3.4	-2	-1%	1%	?	?	?
COc1ccc(C(C)(C)C)cc1NC(=O)c1ccc2c(c1)SC1=NS(=O)(=O)CCN12	-2%	1	-0.3	8	13%	-4%	7%	15	0%
O=C(COc1ccccc1Cl)NCCCNC(=O)c1ccccn1	0%	1	1.2	11	12%	-6%	-4%	1	2%
O=C(Nc1ccc(F)cc1F)C1CCN(c2ncnc3c2sc2cccc(F)c23)CC1	-1%	-4	1.1	10	6%	-1%	-11%	2	-4%
Nc1ccc(Cc2ccc([N+](=O)[O-])cc2)cc1	-2%	-2	-0.2	4	24%	-3%	-2%	-5	2%
c1ccc2c(c1)OCC(c1csc3ncnc(N4CCOCC4)c13)O2 (stereo not drawn)	2%	/	-1.3	5	2%	-10%	4%	14	9%
Cc1ccsc1/C=N/NC(=O)c1ccc2nc[nH]c2c1	0%	-7	3.5	3	-4%	-6%[57.1 µM]	29%	13	3%
O=C(COc1ccc(Cl)cc1)Nc1cccc(-c2ccc(N3CCOCC3)nn2)c1	4%	-13	-6.1	18	-21%	-12%	-24%	13	-3%
CCn1c(=O)c2c(n3cnnc13)-c1ccccc1CC21CCCCC1	-9%	-11	-1.0	4	7%	6%	66%[activator]	9	10%
Cc1ccc(NC(=S)N=Nc2c(O)n(C)c3ccc(S(=O)(=O)N4CCOCC4)cc23)cc1	-6%	-8	-5.7	-12	9%	-24%	-7%	-6	0.63µM*
CCNc1nc(NCC)nc(N/N=C/c2ccc([N+](=O)[O-])o2)n1	2%	-3	0.0	-5	-2%	-10%	31%[activator]	-26	?
Cc1cc(C)c(NC(=O)c2cc(=O)c3ccccc3o2)c(C)c1	-1%	-8	-2.4	12	4%	6%	-20%	17	25%
Cc1nc2c(O)cccc2cc1CO	0%	2	-3.1	2	9%	-2%	2%	4	6%
Nc1ccn(CC(=O)NCCNc2ccc([N+](=O)[O-])cn2)c(=O)n1	-16%	-10	1.5	98*	3%	1%	3%	7	-21%
COc1ccc(C=NNC(=O)c2ccccc2NS(=O)(=O)c2cccs2)cc1O	-9%	-21	1.7	4	-1%	-28%	3%	0	-6%

# Just GLP1R inv ag and WRN inhibitor, for 2 of the compounds above:
SMILES	GLP1R inv ag	WRN inhibitor
Cc1ccc(NC(=S)N=Nc2c(O)n(C)c3ccc(S(=O)(=O)N4CCOCC4)cc23)cc1	-7%	-24%
CCOC(=O)N1CCN(C(=O)C2CCN(CC3CCCCC3)CC2)CC1	1%	-4%

# Remaining list, next part
Compound	PLK1 PBD block	PI5P4Ka inh	IL-2 act	D3 ag	GLP-1R agonist	WRN inhibitor	GLP1R inv ag	D3 antag	GLP1R cytotox
COc1ccccc1NS(=O)(=O)c1cc(C(=O)N2CC(C)CC(C)C2)ccc1C (stereo not drawn)	-1%	/	-2.1	26	5%	-23%	0%	?	-20%
Cc1nc(-c2ccncc2)nc(NCCNc2ccc(C(F)(F)F)cn2)c1Cl	-7%	0	0.2	3	1%	-17%	0%	2	-5%
O=C(Cc1ccc(Cl)cc1)c1ccc(O)cc1	-5%	5	0.0	8	5%	-2%[11.6 µM]	-8%	9	-9%
COc1ccc(OCC(=O)NNC(=S)NC(=O)c2ccc(Br)o2)cc1	-22%	-6	-2.0	3	0%	-27%	4%	8	7%

# Hits appear at their usual frequency; about 7.8% have a hit in one of these screens.
